Assay outcomes deposited in PubChem by NCI.
NCI-60 one-dose screen, 48 h, at 10 µM unless noted. Numbers give growth in % (100 = growth as untreated, 0 = no growth, -100 = all killed).
HT29: HT29 colon cancer | 7.4% of 81,000 active | AID 1794748
SW-620: SW-620 colon cancer; 5.2% of 82,000 active
IGROV1: IGROV1 ovarian cancer. 4.7% of 79,000 active. AID 1794786
KM12: KM12 colon cancer cells | 5% of 82,000 active | AID 1794800
OVCAR-4: OVCAR-4 ovarian cancer cells. 3.7% of 80,000 active
HCT-15: HCT-15 colon cancer; 5.2% of 82,000 active
SK-OV-3: SK-OV-3 ovarian cancer cells. 3.2% of 80,000 active
COLO 205: COLO 205 colon cancer | 7.3% of 79,000 active
HCT-116: HCT-116 colon cancer; 7.3% of 82,000 active
* hit, by the source's call; x = not tested or not shown; & = joins results of further samples. How the source made its calls: active means growth percent below 10; inactive means the rest.

entry	compound	OVCAR-4	SW-620	SK-OV-3	COLO 205	HCT-116
1	c1ccc(-c2csc(CN3CCCCC3)n2)cc1	99.0	107.4	129.4	119.2	93.1
2	CN(C(=S)Nc1ccccc1)c1ccccc1	95.8	106.2	97.1	107.5	110.7
3	CCC(=O)OCCOc1ccc(C(C)(C)C)cc1	111.3	104.6	105.9	106.3	101.6
4	Nc1ncnc2c1ncn2C(C=O)OC(C=O)CO (stereo not given)	66.9	59.4	92.9	91.4	53.2
5	Cc1ccc2c(c1)=C(c1sc(=Nc3ccccc3)n(Cc3nc4ccccc4[nH]3)c1O)C(=O)N=2	52.5	52.8	101.9	92.6	86.2
6	CCOC(=O)C(=O)/C(=C/n1c(=S)[nH]c2ccc([N+](=O)[O-])cc21)C(=O)OCC	96.3	101.9	107.4	106.0	94.8
7	Cc1cccc(-n2c(Cn3nc(C)cc3-c3ccc(Cl)cc3)nnc2SCC(=O)Nc2ccc(S(N)(=O)=O)cc2)c1	86.1	100.4	114.2	111.7	85.7
8	CC(C)(C)OC(=O)N/N=C/c1ccc2c(c1)CCC2	x	110.2	104.8	127.0	107.9
9	CC(Oc1ccc(C(=O)NS(=O)(=O)C(C)(C)C)cc1C(F)(F)F)c1ccc(Oc2cccnc2)cn1 (stereo not given)	104.6	112.2	118.2	136.2	100.4
10	NC(Cc1ccccc1)S(=O)(=O)O (stereo not given)	103.4	97.4	100.8	106.3	97.4
11	CS(=O)(=O)Nc1cc(-c2ccc3ncc(C#N)c(NCc4cccc(F)c4)c3c2)cnc1Cl	11.3	6.5*	-18.2*	-45.9*	4.3*
12	CCCCCNc1ccc(C#N)c(OCCN2CCCCC2C)c1 (stereo not given)	94.5	88.0	104.0	77.5	35.0

entry	HT29	HCT-15	KM12	IGROV1
1	104.8	105.1	114.2	119.6
2	95.6	106.9	108.6	103.9
3	107.1	107.7	111.7	93.1
4	71.1	49.3	64.3	79.5
5	80.3	96.5	106.8	88.4
6	117.8	105.9	104.2	103.0
7	100.1	81.2	91.6	105.8
8	101.3	95.9	102.8	100.5
9	113.6	102.8	103.7	97.7
10	100.1	99.0	102.5	102.9
11	9.6*	5.8*	6.3*	-42.5*
12	65.4	64.9	99.3	91.7

Next results:
entry	compound	OVCAR-4	SW-620	SK-OV-3	COLO 205	HCT-116
13	C=CCN=C1NC(=O)/C(=C/c2cc(C(C)(C)C)c(O)c(C(C)(C)C)c2)S1	70.3	63.5	74.8	81.3	46.4
14	COc1ccc(-c2nn(-c3cccc(Cl)c3)cc2C2CC(c3cccs3)=NN2)cc1 (stereo not given)	108.0	110.0	102.5	111.6	111.7
15	CC(=O)Nc1ccc(Cl)cc1Cl	104.6	115.9	108.3	130.3	105.2
16	CC(C)CC1NC(C)(C)CO1 (stereo not given)	110.9	106.1	110.2	107.6	113.7
17	CC(=O)OCC(=O)c1ccccc1	111.4	106.6	113.9	112.6	101.8
18	Cn1cnc([N+](=O)[O-])c1Sc1n[nH]c(N)n1	93.8	95.5	120.3	126.0	101.1
19	N#Cc1c(-c2cccc([N+](=O)[O-])c2)cc(-c2ccc3ccccc3c2)nc1N	72.9	x	80.0	87.8	94.7
20	C=COCC(F)(F)F	104.9	102.1	100.3	109.6	103.1
21	CC(C)(C)NC(=O)C1CSC2(C(=O)N(Cc3ccccc3)c3ccccc32)N1C(=O)C1CCCCC1 (stereo not given)	92.8	91.9	90.4	94.0	77.3
22	CCCCCCCCCCCCCCCCNC(=S)N/N=C/c1ccc(OC)c(OC)c1	116.6	109.5	107.8	101.3	89.5
23	C=CCn1c(SCC(=O)Nc2ccc(C(=O)/C=C/c3ccc(C)cc3)cc2)nnc1-c1c[nH]c2ccccc12	81.3	96.9	105.5	112.4	-2.1*
24	O=c1[nH]c2ccccc2cc1CNc1ccc(Nc2nccc(-c3ccc4ccccc4c3)n2)cc1	94.7	104.1	100.2	90.8	95.5

entry	HT29	HCT-15	KM12	IGROV1
13	26.9	42.1	61.4	85.7
14	104.4	104.8	97.7	77.2
15	102.7	118.3	111.9	60.8
16	97.5	x	110.0	112.1
17	108.6	110.5	101.4	101.8
18	95.6	99.0	100.6	90.2
19	86.8	81.2	95.4	84.1
20	100.1	97.8	99.1	105.1
21	77.3	87.5	94.6	97.6
22	82.4	98.8	97.5	107.7
23	101.3	71.5	96.6	78.4
24	88.5	98.6	99.0	84.1

Next section:
entry	compound	OVCAR-4	SW-620	SK-OV-3	COLO 205	HCT-116
25	NS(=O)(=O)c1ccc(NC(=O)N2CCN(c3ccc(Cl)c(Cl)c3)CC2)cc1	80.2	97.6	98.8	98.5	80.2
26	CCOC(=O)c1sc(NC(=O)c2ccc(C)cc2)nc1C	98.0	93.5	98.5	102.0	99.3
27	CCCCCCCCCc1cc(CN2CCCCC2)c(O)c(CN2CCCCC2)c1	41.3	69.8	78.3	64.3	39.1
28	O=c1cc(-c2ccc(Cl)cc2)[nH]n1-c1nc2ccccc2s1	103.0	105.0	94.2	99.8	101.9
29	OCc1ccccc1SSc1ccccc1CO	100.8	100.3	121.1	116.4	93.6
30	O=C1c2ccccc2C(=O)C2C(=O)c3ccccc3C(=O)C12 (stereo not given)	107.8	105.3	96.4	106.9	95.6
31	CNc1ccc(Cl)cc1S(=O)(=O)c1ccccc1[N+](=O)[O-]	60.6&87.6	104.9&107.7	109.6&119.6	117.2&117.3	90.2&106.8
32	O=[N+]([O-])c1ccc(O)cc1C(F)(F)F	101.8	89.2	97.4	102.5	98.1
33	CCCC1=CC(=O)CCC1	112.8	99.7	107.5	110.7	98.6
34	CN1C(=O)C(C2=NN(C=O)C(c3ccc(Cl)cc3)C2)C(=O)N(C)C1=O (stereo not given)	60.6	76.1	75.0	76.7	63.4
35	CCOc1ccc(-c2[nH]ncc2-c2ccc(OC)cc2)c(O)c1	102.0	72.7	108.6	109.5	93.7
36	C#CCn1cc(/C=N/Nc2nc(-c3ccc(OC)cc3)cs2)c2ccccc21	99.6	98.7	96.7	102.1	95.1

entry	HT29	HCT-15	KM12	IGROV1
25	90.0	92.3	100.3	94.2
26	79.4	84.3	81.9	84.0
27	40.5	52.3	50.6	75.9
28	103.0	101.6	97.3	95.7
29	111.1	91.9	100.2	101.3
30	103.9	101.6	116.9	96.0
31	105.6&100.6	91.3&105.1	95.3&75.0	103.5&78.8
32	112.6	101.9	106.8	126.5
33	100.1	100.5	105.7	98.3
34	85.0	32.7	56.9	78.7
35	108.2	82.7	64.8	99.2
36	108.4	97.4	98.0	77.9

(listing goes on)
entry	compound	OVCAR-4	SW-620	SK-OV-3	COLO 205	HCT-116
37	CC(C)N(C(C)C)P(=O)(OP(=O)(c1ccc([N+](=O)[O-])cc1)N(C(C)C)C(C)C)c1ccc([N+](=O)[O-])cc1 (stereo not given)	95.8	98.6	98.3	102.4	93.7
38	CCOC(=O)C(C(C)=O)c1nc2sc3cc(Cl)c(Cl)cc3n2c(=O)c1C#N (stereo not given)	94.5	115.8	83.2	108.0	100.9
39	S=c1[nH]nc(-c2cc3ccc2CCc2ccc(cc2)CC3)n1-c1ccccc1	83.1	97.5	110.5	105.7	88.1
40	Cc1c(C(=O)/C=C/Oc2ccc(S(N)(=O)=O)cc2)sc2nc3ccccc3n12	114.6	98.8	107.7	113.7	101.3
41	COC(=O)[C@H](CC(C)C)NC(=O)C1(C)CCC[C@]2(C)[C@H]3C[C@H]4C(C(C)C)=C[C@]3(CC[C@@H]12)[C@@H]1C(=O)CCC(=O)[C@@H]14 (stereo not given in full)	91.4	102.4	x	103.8	92.6
42	C#CCSc1nc2sc3c(c2c(=O)n1-c1ccc([N+](=O)[O-])cc1)CCCCC3	82.9	94.5	87.8	102.2	77.1
43	O=C(Oc1ccccc1-c1ccccc1)c1ccc(Cl)cc1	112.6	106.3	117.3	114.9	102.5
44	CC(=O)OC(c1ccccc1)C1CCOC1=O (stereo not given)	88.3	102.1	105.7	169.8	101.4
45	Cc1[nH]c(/C=C/C(=O)c2ccc(C(F)(F)F)c(F)c2)c(C)c1C(=O)N1CCOCC1	69.5&75.3	102.7&104.6	103.6&119.6	108.9&128.7	91.1&95.9
46	COc1cc(-c2nn(C(=O)NS(=O)(=O)c3ccc4ccccc4c3)cc2-c2ccncc2)ccc1Cl	x	112.9	89.8	77.5	86.8
47	CC(Cc1cccc2ccccc12)C(N)=O (stereo not given)	107.1	107.7	101.6	111.1	105.9
48	O=C1Nc2ccccc2/C1=N/N1C(=O)CN(C2CCCCC2)C1=O	120.4	108.3	105.5	119.2	114.6

entry	HT29	HCT-15	KM12	IGROV1
37	93.7	90.2	107.4	87.2
38	106.9	109.3	98.6	x
39	90.8	89.7	98.2	100.2
40	113.3	104.6	105.1	112.7
41	104.0	99.4	100.1	92.6
42	98.7	92.5	91.1	84.0
43	96.8	106.0	102.9	118.4
44	99.5	97.1	106.2	101.6
45	102.8&100.7	94.0&92.5	99.6&98.7	95.4&102.8
46	62.3	97.6	95.4	82.8
47	101.4	101.1	109.9	96.8
48	106.6	103.1	109.9	90.1

Other results follow.
entry	compound	OVCAR-4	SW-620	SK-OV-3	COLO 205	HCT-116
49	CCCCCCC(NC(=O)c1ccccc1)C(=O)O (stereo not given)	103.3	110.6	105.8	109.9	108.9
50	O=Nc1c(-c2c(O)[nH]c3cc(Br)ccc23)[nH]c2ccccc12	7.5*	-92.5*	-77.8*	-100.0*	-67.3*
51	O=C(C[C@]1(O)C(=O)Nc2ccc(Br)cc21)c1ccccc1	100.7	94.1	102.7	104.1	100.9
52	CC12CCC(C1)C(C)(C)C2(O)c1ccccc1 (stereo not given)	102.2	114.1	112.3	107.8	90.0
53	O=CNC(Cc1ccc(O)cc1)C(=O)O (stereo not given)	104.7	107.0	107.8	114.6	117.1
54	O=C(CSc1nc2ccccc2c(=O)n1-c1ccccc1)Nc1ccc(C(=O)/C=C/c2ccc(Cl)cc2)cc1	104.5	99.1	x	108.3	101.9
55	C=C(C)[C@@H]1CC[C@]2(C)[C@H](C=CC3=C4C[C@@](C)(CO)CC[C@]4(C)CC[C@]32C)[C@@]1(C)CCCN	-55.4*	-80.8*	8.0*	-64.4*	-86.5*
56	COc1cc(/C=C/C(=O)c2cnn(-c3cc(=O)[nH]c4ccc(Cl)cc34)c2C)cc(OC)c1OC	17.7	-45.8*	-6.0*	-67.7*	-67.6*
57	Cc1ccccc1Nc1cc(Cl)nc(N)n1	100.4	91.1	107.7	108.2	116.9
58	CCCCCCCC/C=C\CCCCCCCCOc1cccc(CC(=O)NCC[N+](C)(C)C)c1	88.6	96.5	x	x	75.2
59	Cc1ccc(Cn2c(-c3nonc3N)nc3ccccc32)cc1	87.1	28.4	80.4	80.0	58.2
60	COc1cc(-c2n/c(=C\c3c(O)[nH]c4ccc(Cl)cc34)cc3c2=Nc2ccccc2-3)cc(OC)c1OC	-41.8*	-29.5*	-14.2*	8.9*	-73.5*

entry	HT29	HCT-15	KM12	IGROV1
49	110.8	101.6	106.5	114.1
50	0.9*	1.9*	-89.9*	-44.5*
51	107.4	104.8	111.5	83.8
52	101.6	96.3	111.6	112.1
53	102.0	100.4	109.4	124.0
54	100.0	98.1	100.4	97.3
55	-38.7*	-82.0*	-71.7*	6.5*
56	-71.9*	-40.2*	-28.4*	-35.3*
57	98.4	105.7	97.9	97.4
58	48.3	91.7	57.8	3.3*
59	46.3	50.5	31.6	67.2
60	-11.2*	28.4	2.5*	-18.3*

Pulled one by one from the list above:
entry	compound	OVCAR-4	SW-620	SK-OV-3	COLO 205	HCT-116
8	CC(C)(C)OC(=O)N/N=C/c1ccc2c(c1)CCC2	x	110.2	104.8	127.0	107.9
54	O=C(CSc1nc2ccccc2c(=O)n1-c1ccccc1)Nc1ccc(C(=O)/C=C/c2ccc(Cl)cc2)cc1	104.5	99.1	x	108.3	101.9
50	O=Nc1c(-c2c(O)[nH]c3cc(Br)ccc23)[nH]c2ccccc12	7.5*	-92.5*	-77.8*	-100.0*	-67.3*
32	O=[N+]([O-])c1ccc(O)cc1C(F)(F)F	101.8	89.2	97.4	102.5	98.1

entry	HT29	HCT-15	KM12	IGROV1
8	101.3	95.9	102.8	100.5
54	100.0	98.1	100.4	97.3
50	0.9*	1.9*	-89.9*	-44.5*
32	112.6	101.9	106.8	126.5

Additional compounds follow:
entry	compound	OVCAR-4	SW-620	SK-OV-3	COLO 205	HCT-116
61	COc1ccc(CNc2ccc3nc(NC(=O)CN4CCCCC4)sc3c2)cc1	84.7	97.1	109.7	101.2	79.2
62	CCC(C)[C@H](NC(C)=O)C(=O)N[C@@H](CCCNC(=N)N)C(=O)N[C@@H](CCCCN)C(=O)N[C@@H](CC1CCC(O)CC1)C(=O)NC(C(=O)N[C@@H](CCSC)C(=O)N[C@@H](CCCNC(=N)N)C(=O)N[C@@]1(C)CCC/C=C\CCC[C@@](C)(C(=O)NC(C(=O)N[C@@H](CCC(=O)O)C(=O)N[C@@H](CC(C)C)C(=O)N[C@H](C(=O)N[C@@H](CCC(=O)O)C(N)=O)C(C)C)[C@@H](C)O)NC(=O)[C@H](CCC(N)=O)NC(=O)[C@H](CC(C)C)NC(=O)[C@H](CC(C)C)NC1=O)[C@@H](C)O (stereo not given in full)	100.3	90.4	98.4	89.9	89.1
63	Cc1ccc(-c2csc(NC(=O)CSc3nc(-c4ccc(C)cc4)c(C#N)c(=O)[nH]3)n2)cc1	122.5	100.5	101.3	108.3	86.8
64	CC/C=C\C[C@H](O)C/C=C1/C(=O)C(Cl)=C[C@@H]1C/C=C\CCCC(=O)O	63.2	2.1*	99.7	47.6	-88.6*
65	COc1ccccc1NCC(=O)NN	122.1	103.8	101.1	108.9	100.7
66	O=Cc1cn(S(=O)(=O)c2ccc3ccccc3c2)c2ccccc12	81.9	88.2	108.2	109.6	74.7

entry	HT29	HCT-15	KM12	IGROV1
61	84.8	79.3	87.2	93.7
62	90.6	100.2	96.9	100.4
63	108.7	97.8	101.7	96.8
64	18.7	16.2	46.4	82.7
65	109.5	103.0	109.9	113.1
66	108.7	53.3	97.4	88.6
